ABHD4 inh – ABHD4 (mouse) inhibition, primary FP screen; Q8VD66; purified mABHD4, FP-Rh probe fluorescence polarization; inhibition, % at 8.92 µM; hit rate 0.54% among 370,000; AID 720543;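 active = inhibition exceeding the mean over every tested compound plus 3 SD, cut at about 30% in these data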;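 note: 0% = plate median of compound wells and 100% = S159A mutant with DMSO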
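Test system: mouse ABHD4 enzyme, wild type. Reagent: FP-Rh fluorescent activity-based probe, added after compound pre-incubation. Timing: pre-incubation 45 min, probe exposure 60 min, at 25 °C. Technique: FP readout, ex 525 nm / em 598 nm. Benchmarks: high control S159A mutant with DMSO, low control median of compound wells.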
Tn7 DDE FP – inhibitors of Tn7 peptide binding to human fibrin DD(E); inhibition, % at 8.3 µM; AID 720508; FP displacement of FITC-Tn7 peptide from fibrin DD(E); 0% = median of compound wells per plate; hit rate 0.13% among 370,000;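 active = inhibition above the mean of compounds falling within the control limits plus 3 SD of them, cut at about 14% in these data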;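 note: 0% = plate median of compound wells and 100% = 10 µM Aha-Tn7 peptide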
Target sequence (P02675 whole entry, looked up): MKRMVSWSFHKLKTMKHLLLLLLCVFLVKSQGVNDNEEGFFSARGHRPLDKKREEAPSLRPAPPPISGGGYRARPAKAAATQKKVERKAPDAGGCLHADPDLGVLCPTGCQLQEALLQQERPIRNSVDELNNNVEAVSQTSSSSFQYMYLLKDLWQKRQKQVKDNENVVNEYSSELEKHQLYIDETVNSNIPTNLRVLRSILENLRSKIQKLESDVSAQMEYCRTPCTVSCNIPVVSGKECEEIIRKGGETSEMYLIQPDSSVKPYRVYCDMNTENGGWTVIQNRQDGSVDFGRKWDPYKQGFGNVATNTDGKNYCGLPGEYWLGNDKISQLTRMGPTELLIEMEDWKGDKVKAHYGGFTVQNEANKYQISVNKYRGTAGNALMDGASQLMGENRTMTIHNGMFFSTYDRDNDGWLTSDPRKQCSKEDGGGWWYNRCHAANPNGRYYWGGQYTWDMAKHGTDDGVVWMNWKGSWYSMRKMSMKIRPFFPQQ
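Measure: % inhibition scaled between sample-field median and high-control FP; Test system: human fibrin DD(E); Quantity: 2 µM final DD(E) protein; Doses: one dose, 8.3 µM nominal; Schedule: compound with protein 10 min, then 3 h after probe, room temperature; Detection: fluorescence polarization; Medium: Tris buffer with calcium and detergent, pH 7.8.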
HTRA1 inh – blocks human HTRA1 serine peptidase; AID 504803; hit rate 0.5% among 340,000; Q92743; recombinant HTRA1, FP-rhodamine activity-based probe, fluorescence polarization; inhibition, % at 5.96 µM; in the data active = inhibition above about 36%;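 note: 0% = enzyme with DMSO and 100% = wells lacking enzyme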
PG9 Ab binder – PG9 antibody binding by small molecule; hit rate 0.43% among 360,000; inhibition, % at 6.7 µM; TR-FRET gp120-PG9 antibody binding; in the data active = inhibition above about 8.5%
TCR CD3 inh – blocks the human TCR-CD3 interaction; TAMRA-labeled TCR probe fluorescence, biochemical; inhibition, % at 9.4 µM; hit rate 0.37% among 360,000; in the data active = inhibition above about 19%;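 note: recombinant mutant TCR 2C K166C tagged with TAMRA read by polarization; 0% = receptor in buffer alone and 100% = receptor with positive control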
PRMT1 FP inh – blocks human protein arginine methyltransferase 1 | Q99873 | recombinant PRMT1, activity-based probe fluorescence polarization | inhibition, % at 2.79 µM | hit rate 1.3% among 370,000;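 active = inhibition above about 21% made by adding two undisclosed values, limit read from the data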
LEDGF integ inh – blocks HIV-1 LEDGF/p75-dependent DNA integration. TR-FRET IN-LEDGF/p75 DNA integration, Eu/Cy5. inhibition, % at 3.7 µM. hit rate 0.64% among 370,000. AID 743269;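 active = inhibition above the screen-wide mean plus 3 SD, cut at about 13% in these data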;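 note: signal is the Cy5 over europium emission ratio at 671 and 618 nm; 0% = plate median of compound wells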
SIAE inh – inhibitors of human sialic acid acetylesterase SIAE; SIAE FP-Rh probe binding, fluorescence polarization; inhibition, % at 9.66 µM; hit rate 0.69% among 370,000; AID 1053197;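 active = inhibition above a cutoff: mean of compounds within the control limits plus 3 SD of those, cut at about 17% in these data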;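 note: 0% = plate median of compound wells and 100% = probe without SIAE protein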
TDP2 absorb – TDP2 (human) inhibition, absorbance primary screen; O95551; recombinant TDP2, T5PNP hydrolysis, p-nitrophenol absorbance 415 nm; inhibition, % at 12.8 µM; hit rate 0.34% among 370,000;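 active = inhibition above the mean of all tested compounds plus 3 SD, set per campaign, cut at about 25% in these data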;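 note: 0% = DMSO with enzyme and 100% = buffer with substrate but no TDP2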
Target sequence (O95551 whole entry, looked up): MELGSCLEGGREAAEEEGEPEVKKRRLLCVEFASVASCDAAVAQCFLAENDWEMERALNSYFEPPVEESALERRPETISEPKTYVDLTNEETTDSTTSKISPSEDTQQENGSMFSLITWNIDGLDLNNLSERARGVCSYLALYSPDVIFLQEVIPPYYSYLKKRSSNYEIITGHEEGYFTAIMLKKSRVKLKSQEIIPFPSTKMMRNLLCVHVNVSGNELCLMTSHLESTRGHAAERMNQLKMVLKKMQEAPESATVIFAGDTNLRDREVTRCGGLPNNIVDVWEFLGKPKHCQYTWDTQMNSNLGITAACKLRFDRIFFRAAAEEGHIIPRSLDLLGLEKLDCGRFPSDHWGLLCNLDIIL
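Test system: human TDP2 enzyme; Input: 120 nM TDP2 per well; Buffer or medium: Mg2+-containing Tris-HCl buffer, pH 7.5; Reagent: 5 mM T5PNP; Dosing: 12.8 µM single point, 1% DMSO; Incubation: reaction 2 h, 37 °C; Detection: p-Nitrophenol epi absorbance; Read-out: % inhibition relative to enzyme-containing and enzyme-free wells; Replicates: single well per compound.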
UHRF1 binding – blocks human UHRF1 binding to methylated DNA | inhibition, % at 4.4 µM | Q96T88 | hit rate 0.75% among 370,000 | UHRF1 binding to methylated oligo, TR-FRET; in the data active = inhibition above about 21%;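 note: UHRF1 SRA domain binding a hemimethylated CpG hairpin DNA probe; 0% = median of test compound wells and 100% = reference inhibitor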
* = called active by the depositor; x = not tested or not shown.

1	CCOC(=O)c1ccc(NC(=O)CN(c2ccc(C)cc2)S(=O)(=O)c2c(C)nn(C)c2C)cc1
2	COc1ccc(-c2nc(-c3ccc(Br)cc3)no2)c(OC)c1
3	O=C1c2ccccc2NC(c2cccc(Cl)c2)N1N=C1CCCCCC1 (centres undefined)
4	Cc1cc(C)c(C#N)c(SCc2ccc3c(c2)OCO3)n1
5	CCN1CCN(S(=O)(=O)c2ccc(Cl)c(C(=O)N(CC)Cc3ccccc3)c2)CC1
6	COc1ccc(C(=O)NC(=S)NNC(=O)c2ccncc2)cc1Br
7	COc1cc(OC)cc(C(=O)Nc2c(F)cccc2F)c1
8	CCCNC(=O)c1c(O)c2c([nH]c1=O)CCCC2

compound no.	1	2	3	4	5	6	7	8
ABHD4 inh	-10	-8	5	-10	0	-4	1	-3
Tn7 DDE FP	-4	-4	-2	-7	1	0	-9	3
HTRA1 inh	-29	-5	2	-14	2	4	-1	2
PG9 Ab binder	-1.2	-1.1	0.1	-0.6	-1.0	3.1	-0.8	-1.4
TCR CD3 inh	0	-6	-5	-4	1	4	0	7
PRMT1 FP inh	0	5	-1	1	-1	7	2	-3
LEDGF integ inh	-2	2	0	-3	-1	-5	-2	5
SIAE inh	-16	-13	0	3	-1	2	-3	6
TDP2 absorb	1	-8	-9	5	6	-6	7	-4
UHRF1 binding	1	9	-1	-3	0	-11	3	-2

9	C/C(N)=C(/C#N)C(=O)COC(=O)c1oc2ccccc2c1COC(C)C
10	CCc1ccc2c(COn3nnc4ccc(S(=O)(=O)N(C)C)cc43)cc(=O)oc2c1
11	N#Cc1cnn(-c2cccc(Cl)c2)c1-n1cccc1
12	COCc1cc(=O)n2[nH]c(SC)nc2n1
13	CCN(CC)S(=O)(=O)c1cccc(C(=O)Nc2ccc(C#N)cc2)c1
14	COCCCNC(=O)C1CCCCN1S(=O)(=O)c1ccc(F)cc1 (centres undefined)
15	CC(OC(=O)c1oc2ccccc2c1CSC1CCCCC1)C(=O)NC(N)=O (centres undefined)
16	O=C(CNS(=O)(=O)Cc1ccccc1)NCc1ccccc1

compound no.	9	10	11	12	13	14	15	16
ABHD4 inh	3	-2	-1	2	-4	1	-8	2
Tn7 DDE FP	4	-2	6	0	-1	1	4	0
HTRA1 inh	-2	-9	-6	3	-12	3	-6	-7
PG9 Ab binder	-0.3	-1.1	0.0	-2.6	-0.5	0.6	-0.2	-2.6
TCR CD3 inh	5	11	-8	5	-2	5	-3	7
PRMT1 FP inh	3	-1	2	-1	0	-1	2	-1
LEDGF integ inh	-1	-1	-3	5	-1	-1	3	-1
SIAE inh	-1	0	0	11	-5	-1	-8	-7
TDP2 absorb	9	10	-5	-1	-8	-4	-6	-9
UHRF1 binding	2	10	2	-2	15	-1	0	-1

17	O=[N+]([O-])c1ccc(Nc2ccccc2O)c2nonc12
18	O=C(CCC1COc2ccccc2O1)NC1CCCCC1 (centres undefined)
19	O=C(CCc1nnc(C2(c3ccc(Cl)cc3)CCC2)o1)NCCCn1cccn1
20	Cc1ccc2c(c1)N(C(=O)c1ccco1)C(C)(C)c1ssc(=S)c1-2
21	C[C@@H]1CN([C@@H](C)CO)C(=O)CCCn2cc(nn2)CO[C@H]1CN(C)C(=O)Nc1ccc(C(F)(F)F)cc1
22	O=C(COC(=O)c1ccc(O)cc1O)Nc1ccc2c(c1)OCCO2
23	CC(OC(=O)COc1ccc(C#N)cc1)C(=O)c1ccccc1 (centres undefined)
24	COc1ccc(NC(=S)N(CCO)Cc2cc3c(C)cc(C)cc3[nH]c2=O)cc1

compound no.	17	18	19	20	21	22	23	24
ABHD4 inh	7	3	4	5	-5	5	-7	-3
Tn7 DDE FP	3	-2	0	2	1	1	-1	5
HTRA1 inh	2	3	9	2	x	-5	-5	-4
PG9 Ab binder	-17	-3.1	2.7	-2.6	0.6	-1.5	-0.1	-0.6
TCR CD3 inh	-4	-3	-17	3	1	1	-7	-4
PRMT1 FP inh	20	3	6	4	-1	-4	4	0
LEDGF integ inh	-3	0	-2	-1	-2	1	-3	-4
SIAE inh	3	-1	-1	1	0	1	2	-1
TDP2 absorb	-13	3	1	2	-4	-10	8	-5
UHRF1 binding	-25	9	4	-2	-1	-1	1	-2

25	S=C(Nc1ccc(Cl)cc1Cl)Nn1cnnc1
26	O=C(Nc1cccc(Cl)c1Cl)c1ccccc1OCC(=O)N1CCOCC1
27	Cc1cccc2sc(NC(=O)c3ccc(Cl)s3)nc12
28	CC(C)(C)c1ccc(C2C(C(=O)c3ccco3)=C(O)C(=O)N2CC2CCCO2)cc1 (centres undefined)
29	COC(=O)c1cc(OC)nc2ccc(Br)cc12
30	COc1c(Br)cc([N+](=O)[O-])c(OC)c1C(=O)NC(=O)Nc1nc(C)cc(C)n1
31	COc1ccc(C2/C=C\CN(Cc3ccco3)CC(=O)N2Cc2ccc(F)cc2)cc1 (centres undefined)
32	CN1C(=O)[C@@H]2[C@@H]3C[C@@H]([C@H]4ON=C(c5ccc(Cl)cc5Cl)[C@@H]34)[C@@H]2C1=O

compound no.	25	26	27	28	29	30	31	32
ABHD4 inh	7	-4	-6	4	3	2	8	-7
Tn7 DDE FP	-4	3	-3	8	-4	-1	4	6
HTRA1 inh	2	3	-8	-4	6	-4	-10	-2
PG9 Ab binder	-1.0	-0.6	0.4	7.4	-2.2	-2.4	-0.5	2.2
TCR CD3 inh	0	0	8	1	4	-2	-2	-9
PRMT1 FP inh	-1	-1	-3	-2	-7	3	1	0
LEDGF integ inh	2	0	1	-1	3	-6	5	0
SIAE inh	3	-5	-9	4	11	-12	4	0
TDP2 absorb	8	-9	8	21	-10	5	-7	5
UHRF1 binding	-2	2	2	-4	1	-1	2	-1

33	COc1ccc(Nc2cc(Cl)ccc2C(=O)O)cn1
34	CN=Cc1c(NC)nc2c(C)cccn2c1=O
35	Cc1ccc(-n2c(C)cc(C(=O)OCC(=O)N3CCOCC3)c2C)cc1
36	O=C(Oc1cccc([N+](=O)[O-])c1)N1CCCCC1
37	O=C(OCC(=O)N1CCOCC1)c1ccc(N2CCOCC2)c([N+](=O)[O-])c1
38	CCCCC(=O)N1C/C=C\[C@H](c2ccc(OC)cc2)N(Cc2ccc(F)cc2)C(=O)[C@@H]1C
39	NCC12CC3CC(CC(O)(C3)C1)C2
40	O=C(NN=Cc1cc([N+](=O)[O-])ccc1O)c1cccc2ccccc12

compound no.	33	34	35	36	37	38	39	40
ABHD4 inh	9	0	-13	-7	10	17	-2	-3
Tn7 DDE FP	-3	2	-2	-1	-13	2	8	4
HTRA1 inh	7	2	4	1	5	-9	7	10
PG9 Ab binder	1.0	-2.4	1.8	-2.2	-3.4	1.1	0.4	-0.9
TCR CD3 inh	-3	3	4	5	6	6	0	0
PRMT1 FP inh	4	0	-3	-1	0	0	1	1
LEDGF integ inh	2	3	3	5	6	-4	2	-5
SIAE inh	8	8	2	-9	-1	-1	2	6
TDP2 absorb	18	-1	-10	0	-4	4	-4	-1
UHRF1 binding	19	-8	2	-3	-1	-1	1	-1

Results follow in this order: ABHD4 inh, Tn7 DDE FP, HTRA1 inh, PG9 Ab binder, TCR CD3 inh, PRMT1 FP inh, LEDGF integ inh, SIAE inh, TDP2 absorb, UHRF1 binding
41) CCN1CCCC1CNCc1cc(OC)c(OC)c(OC)c1 (centres undefined)
 : 3, -4, 5, 0.5, 2, 2, 0, 9, 2, -1
42) COc1ccc(Cl)cc1S(=O)(=O)N1CCN(C(=O)CSc2nc3ccccc3nc2N2CCCC2)CC1
 : -3, -3, x, x, x, -4, 1, -5, 0, -2
43) Cc1cc(C)c[n+](CC(=O)c2ccccc2)c1
 : 11, -4, -4, -1.2, -3, 5, -4, -5, 3, 0
44) O=C(CSc1nc2sccc2c(=O)[nH]1)N1CCN(c2ccccc2)CC1
 : -3, -6, 3, -0.2, -3, 8, 0, -1, -15, 9
45) CC1CCc2c(sc3ncnc(SC(C)C(=O)NCC4CCCO4)c23)C1 (centres undefined)
 : -5, 6, -10, 1.9, -4, -1, 3, 2, 8, -2
46) CCNC(=O)C(=O)Nc1ccc2c(c1)N(S(=O)(=O)c1cccs1)CCC2
 : -2, 4, -3, -0.6, -5, 3, -5, -1, -2, 2
47) CC(=O)Nc1cccc(NC(=O)CSc2ccc(-c3cccnc3)nn2)c1
 : 2, -5, 1, -0.3, 1, 0, 0, 0, 12, 1
48) CCCCCOC(=O)c1ccc(N2C(=O)C3C4C=CC(C4)C3C2=O)cc1 (centres undefined)
 : 5, 4, -10, 1.5, -11, 0, 0, 1, 15, -7
49) CC(=O)N(c1ccccc1)c1c(F)c(F)c(F)c(F)c1F
 : 1, -3, -12, 1.5, -7, 4, 0, -4, -7, 2
50) CCn1c2ccccc2c2cc(/C=N/NC(=O)c3ccccc3)ccc21
 : -33, 2, -44, -2.2, 10, -1, 0, -15, -8, 1
51) O=C(CCn1cccc1)NCc1ccc(Cl)cc1
 : 5, 0, 2, -1.1, 4, 0, 2, 0, 13, -4
52) O=C(O)c1cccc(CN2C(=O)S/C(=C/c3cccc([N+](=O)[O-])c3)C2=O)c1
 : 4, -2, -3, -2.5, 6, -7, 4, 1, 3, -5
53) Cc1ccc(N(C(=O)c2csnn2)C(C(=O)NC2CCCC2)c2ccccn2)c(C)c1 (centres undefined)
 : -4, 1, -2, -0.9, 4, -5, -2, -6, -11, -1
54) CC(C)c1ccc(S(=O)(=O)N2CCC(C(=O)N3CCN(c4cccc(Cl)c4)CC3)CC2)cc1
 : -3, 5, 7, 0.2, -8, -1, -9, -2, 12, -2

Seven entries from above, reformatted.
entry	ABHD4 inh	Tn7 DDE FP	HTRA1 inh	PG9 Ab binder	TCR CD3 inh	PRMT1 FP inh	LEDGF integ inh	SIAE inh	TDP2 absorb	UHRF1 binding	SMILES
46	-2	4	-3	-0.6	-5	3	-5	-1	-2	2	CCNC(=O)C(=O)Nc1ccc2c(c1)N(S(=O)(=O)c1cccs1)CCC2
47	2	-5	1	-0.3	1	0	0	0	12	1	CC(=O)Nc1cccc(NC(=O)CSc2ccc(-c3cccnc3)nn2)c1
48	5	4	-10	1.5	-11	0	0	1	15	-7	CCCCCOC(=O)c1ccc(N2C(=O)C3C4C=CC(C4)C3C2=O)cc1 (centres undefined)
49	1	-3	-12	1.5	-7	4	0	-4	-7	2	CC(=O)N(c1ccccc1)c1c(F)c(F)c(F)c(F)c1F
50	-33	2	-44	-2.2	10	-1	0	-15	-8	1	CCn1c2ccccc2c2cc(/C=N/NC(=O)c3ccccc3)ccc21
51	5	0	2	-1.1	4	0	2	0	13	-4	O=C(CCn1cccc1)NCc1ccc(Cl)cc1
52	4	-2	-3	-2.5	6	-7	4	1	3	-5	O=C(O)c1cccc(CN2C(=O)S/C(=C/c3cccc([N+](=O)[O-])c3)C2=O)c1
